High-throughput results (PubChem)
PGC1a acetyl inh = inhibitors of PGC1a acetylation signal, primary screen, cell-based, U2OS, AlphaScreen, inhibitor mode | inhibition, % at 15.6 µM | 350,000 tested, 0.17% active | AlphaScreen anti-acetyl-lysine; with virally co-expressed GCN5 acetyltransferase;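 active = every replicate shows inhibition of at least 40%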;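 also: 0% = neutral control wells and 100% = positive control wells; some results beyond the cut were filed as inactive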
PAX8 reporter = inhibitors of PAX8-driven TPO luciferase reporter, primary screen, RMG-I cells, single concentration. SteadyGlo, 24 h. inhibition, % at 12.6 µM. 360,000 tested, 1.2% active. AID 652154, 2013;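 active = mean replicate inhibition at least 60% with every replicate also reaching 60%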;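 also: luciferase light reporting Pax8 driven TPO promoter activity; plate controls were median of neutral control wells for no effect and mitoxantrone controls for full effect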
GSIS activator = GLuc luminescence reporter in INS-1E cells, primary screen for activators of glucose-dependent secretion of insulin | activation, % at 16.6 µM | 370,000 tested, 0.61% active | INS-1E GLuc reporter insulin secretion, 2-3 h;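 active = lowest replicate activation of at least 40%, so every replicate reaches that level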;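 also: 0% = median of neutral control wells and 100% = median of IBMX positive control wells; some compounds called inactive have numbers as strong as hits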
C2C12 statin = suppressors of statin myotoxicity in C2C12 myotubes, primary screen, cell-based, single point, plate reader | C2C12 myotubes + simvastatin, ATP luminescence, 48 h; scaled: DMSO 0, geranylgeraniol control 100 | rescue of ATP level, % at 7.49 µM | 330,000 tested, 0.78% active | AID 602340, 2012;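 active = mean ATP rescue above about 67%, or every replicate alone reaching that limit, limit read from the data, passing the limit was not always enough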;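 also: myotubes were challenged with 10 µM simvastatin during compound exposure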
PglD DTNB = C. jejuni PglD acetyltransferase inhibitors, primary screen, biochemical, DTNB colorimetric, single point; 360,000 tested, 0.098% active; inhibition, % at 12.5 µM; purified PglD enzyme, DTNB colorimetric CoA detection; in the data active = inhibition above about 16%, passing the limit was not always enough; also: strong numbers were not always called active
ARNT TACC3 PPI = disruptors of ARNT/TACC3 protein interaction, primary screen, biochemical, AlphaScreen, single concentration | inhibition, % at 9.99 µM | AID 623870, 2012 | AlphaScreen His-ARNT PAS-B/GST-TACC3 binding, luminescence; TACC3 fragment carries E629A point mutation | 390,000 tested, 0.66% active;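 active = mean inhibition of replicates at least 50% and at least half of replicates each reaching 50%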;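 also: 0% = complete ARNT plus TACC3 wells and 100% = ARNT alone without TACC3; many hits fall short of the cut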
LGR2 inh = inhibitors of bursicon-induced LGR2 CRE-luciferase signal, primary screen, cell-based, HEK293, CRE-luciferase reporter, bursicon stimulation. bursicon-stimulated, 4 h. 380,000 tested, 0.35% active. inhibition, % at 9.99 µM. Drosophila bursicon receptor LGR2 (rickets);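 active = drop in luminescence signal, shown as inhibition above about 50% in the replicate tests, limit read from the data, passing the limit was not always enough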;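 also: agonist challenge used bursicon conditioned medium at about half maximal strength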
Cneo AK release = Cryptococcus neoformans cell lysis inducers, primary screen, AK release luminescence, single concentration; C. neoformans lysis, adenylate kinase release luminescence, 4 h; normalised: neutral wells 0, clomiphene wells 100; lysis activity, % at 15 µM; 360,000 tested, 0.2% active; AID 651654, 2012;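 active = mean lysis activity across replicates of at least 80%, whatever share of replicates individually reach that level; inactive = mean lysis activity below 80%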
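Test system: log-phase Cryptococcus neoformans yeast cells; Quantity: yeast cell density of 5 × 10^6 cells/mL; Buffer or medium: YPD; Doses: single compound concentration per well; Timing: 4 h at 37 °C static, read 1 h later; Measured by: AK luminescence; Read-out basis: lysis from increased AK signal; Control set: Clomiphene as positive control.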
* marks the source's active call; other numbers are inactive results; nt = not tested or not shown; & = joins results of further samples; ! = not active in a repeat. Rows were taken by chance. Share with any hit: about 2.9%.

SMILES	PGC1a acetyl inh	PAX8 reporter	GSIS activator	C2C12 statin	PglD DTNB	ARNT TACC3 PPI	LGR2 inh	Cneo AK release
Cn1nc(C(F)(F)F)c2cc(NC(=O)OCc3ccc(F)cc3)sc21	-25	nt	nt	27	-1	-1	nt	-4
CN(C)CCCNc1ccc(-c2cc(Nc3cccc(Cl)c3)ncn2)cn1	3	21	nt	0	-2	-5	-7	2
CCSc1nc2sc3c(c2c(=O)[nH]1)CCCC3	nt	nt	-4	7	2	-6	-14	1
COc1ccc(CC(=O)OC(C)CN2CCCC2)cc1 (stereo not drawn)	5	4	nt	-4	-4	36	nt	2
COc1ccc(/C=C/C(=O)OCC(=O)c2c[nH]c3ccccc23)cc1	0	10	14	0	2	nt	-1	-3
O=C(Cn1c(=O)oc2ccccc21)N1CCN(c2ccc(N3CCOCC3)nn2)CC1	-4	6	16	2	3	0	4	0
COc1ccc(-c2cc(C(F)(F)F)n3ncc(C(=O)NCc4ccco4)c3n2)cc1	3	nt	nt	12	1	-14	nt	6
Cc1ccccc1S(=O)(=O)N1C[C@H]2CON(C)[C@H]2C[C@H]1c1cccc(Oc2ccccc2)c1	3	6	-1	-9	-1	-2	-1	-2
CC(C)(C)C(=O)Nc1nnc([C@H]2C[C@H](O)[C@@H](CO)O2)s1	-4	2	7	-3	1	nt	4	2
C[C@@H]1CCCCO[C@H](CN(C)C)[C@@H](C)CN([C@H](C)CO)C(=O)c2cc(NS(=O)(=O)c3ccc(F)cc3)ccc2O1	-33	1	1	0	8	-4	10	56
COc1ccc(OCC(=O)Nc2ccc3c(c2)C(=O)NC3=O)cc1	8	8	0	-15	3	-7	-1	0
Cn1nc(-c2ccc(Cl)cc2)c2cc(C(=O)N3CCOCC3)sc21	-4	5	-4	13	0	2	3	-4
O=C(Nc1ccccc1)Nc1ccno1	1	-1	9	-5	nt	1	7	nt
Cc1cc(C)cc(N(CC(=O)Nc2ccc(C(F)(F)F)cc2)S(=O)(=O)c2c(C)[nH]c(=O)[nH]c2=O)c1	-4	0	-24	4	-1	0	9	0
Cc1ccc(-n2ccc(-c3nn(-c4ccccc4)ccc3=O)n2)cc1	8	-1	45	nt	nt	-2	-3	nt
CC1(C(=O)NS(=O)(=O)c2ccc(F)cc2F)CCN1C(=O)CCc1ccc(Cl)cc1Cl (stereo not drawn)	0	6	-4	2	2	nt	4	-2
CCOc1ccc(-c2n[nH]c(=S)n2/N=C/c2cc3c(cc2[N+](=O)[O-])OCO3)cc1	15	9	16	nt	1	nt	-23	1
CN1C(=O)c2cc(NS(C)(=O)=O)ccc2OC[C@@H]2O[C@@H](CC(=O)NCc3ccc(-c4ccccc4)cc3)CC[C@H]21	nt	-1	-4	22	nt	nt	-5	nt
Cc1c(N(C(=O)c2cnccn2)C2(C(=O)NC3CCCC3)CCCCC2)c(=O)n(-c2ccccc2)n1C	4	1	-10	4	-4	-5	-34	-1
Nc1ccc(C(=O)N/N=C/c2ccccc2)cc1	-6	-144	nt	nt	2	0	nt	-3
Cc1noc(C)c1COC(=O)C1(c2cccc(F)c2)CCCC1	-11	nt	nt	5	14	-2	nt	0
COc1ccc(NC(=O)C2Cc3cc(S(=O)(=O)N4CCCCC4)ccc3N2C(C)=O)cc1Cl (stereo not drawn)	-7	19	12	9	-2	-3	11	-1
C/C=C/c1ccc(O)c(OC)c1	-10	nt	nt	-5	5	-1	nt	-2
COCCn1c(SCC(=O)Nc2c(C)n(C)n(-c3ccccc3)c2=O)nc2ccccc2c1=O	nt	15	7	1	7	-20	4	1
COc1ccc(C(=O)NC(=S)Nc2cc3oc4ccccc4c3cc2OC)cc1	nt	17	-3	nt	nt	2	22	nt
C[C@@H]1CN([C@H](C)CO)S(=O)(=O)c2ccc(-c3ccc(C(=O)N(C)C)cc3)cc2O[C@H]1CN(C)C(=O)Cc1ccccn1	17&-7	-22&4&5	5&-4	3&19&18	-2&2&0	3&-7	8&-3	93*!
C[C@H](CO)N1C[C@H](C)[C@@H](CN(C)Cc2ccc(Oc3ccccc3)cc2)Oc2c(NS(=O)(=O)c3cn(C)cn3)cccc2C1=O	0	-7&8	-17	-2	-2	1	1	-5
C/C(=N\NC(=O)c1c[nH]c2ccccc12)c1ccc2c(c1)OCO2	nt	-3	-10	nt	nt	-5	-20	nt
Cc1ccc(NS(=O)(=O)c2ccc3c(c2)oc(=O)n3C)cc1F	10	-12	-16	17	-2	1	8	0
C[C@@H]1CN([C@@H](C)CO)C(=O)c2cc(NC(=O)CCCN(C)C)ccc2O[C@@H](C)CCCCO[C@H]1CN(C)C(=O)Nc1cccc2ccccc12	-4	-6	3	nt	-1	40*	9	-5
C#C[C@]1(OC(C)=O)CCC2C3CCC4=CC(=O)CC[C@@H]4C3CC[C@@]21C (stereo partly drawn)	0	-7	nt	1	0	-4	-11	-1
C[C@@H](O)C#Cc1cnc2c(c1)C(=O)N([C@@H](C)CO)C[C@H](C)[C@@H](CN(C)C(=O)c1ccccc1)O2	-2	nt	-6	7	-3	0	4	-3
O=C(c1ccco1)N1CCN(Cc2cc(=O)c(OCc3cccc(F)c3)co2)CC1	nt	nt	2	2	2	2	3	5
Cn1c(=O)cc(SCC(=O)NCc2cccnc2)c2ccccc21	-7	nt	nt	nt	2	2	nt	-1
CCc1ccc(Oc2coc3cc(OC(=O)c4cc5ccccc5oc4=O)ccc3c2=O)cc1	-6	nt	-44	nt	1	1	-19	3
Nc1c(N2CCCCC2)c(=O)[nH]c(=O)n1-c1ccccc1	nt	-4	nt	nt	5	-3	nt	7
O=C1C(CSCc2ccccc2)NC(=S)N1c1ccccc1 (stereo not drawn)	-9	0	nt	nt	-3	nt	nt	6
COc1ccc(/C=C/C(=O)Nc2cccc(S(=O)(=O)NC3=NCCCCC3)c2)c(OC)c1	3	-9	18	-8	4	10	3	-1
COc1cc2c(cc1OC)CN(C(=O)c1cccc([N+](=O)[O-])c1)CC2	nt	-31	-8	-11	1	-5	4	0
COCCCn1c(C)c(C(C)=O)cc(NC(=O)c2ccccc2)c1=O	7	10	39	nt	nt	1	-19	nt
COc1ccc(-c2csc3ncnc(Oc4ccc5c(C)cc(=O)oc5c4)c23)cc1	-8	6	8	nt	0	-5	5	1
O=C(C[C@@H]1C=C[C@@H](NS(=O)(=O)c2ccc(F)cc2)[C@H](CO)O1)NC1CCC1	1	-3	12	1	-1	-32	12	-1
CO[C@H]1CN(C)C(=O)c2cc(NC(=O)c3ccc(F)cc3)ccc2OC[C@H](C)N(C(=O)c2ccc(F)cc2)C[C@@H]1C	4	3	-15	1	0	-3	-2	39
O=C(C[C@H]1CC[C@H](NC(=O)c2ccc3c(c2)OCO3)[C@H](CO)O1)NCc1ccc(Oc2ccccc2)cc1	-3	nt	-15	15	0	-10	3	0
Cc1cc(NC(=O)c2cccs2)ncc1NC(=O)C(C)(C)C	nt	-49	-3	5	2	-3	20	-5
O=P(O)(O)c1cc(-c2ccccc2)oc1-c1ccccc1	1	-32	nt	-4	nt	3	28	nt
Cc1nnc(Nc2ccc(O)cc2)[nH]c1=O	25	8	3	107*	1	nt	-15	0
COc1cc(/C=N/Nc2nc(C)cc(=O)[nH]2)ccc1OC(=O)c1cccnc1	-5	-58	9	5	-3	-5	26	1
Cc1cc(C(=O)O)ccc1[N+](=O)[O-]	-13	nt	4	3	-3	nt	10	1
O=C(NCc1ccc(F)cc1)[C@H]1[C@H](CO)[C@H]2Cn3c(cccc3=O)[C@H]2N1CCC(F)(F)F	nt	nt	8	6	-5	-5	2	-3
CCn1c(SCC(=O)Nc2nccs2)nnc1-c1ccco1	nt	-12	4	nt	nt	-8	3	nt
COc1cc(C(=O)O[C@H]2CC(C)=CC[C@@]3(C)CC[C@@](O)(C(C)C)[C@H]23)ccc1O	-21	-7	15	-2	7	-15	-5	4

Of the compounds above, these contain a halogen.
SMILES	PGC1a acetyl inh	PAX8 reporter	GSIS activator	C2C12 statin	PglD DTNB	ARNT TACC3 PPI	LGR2 inh	Cneo AK release
Cn1nc(C(F)(F)F)c2cc(NC(=O)OCc3ccc(F)cc3)sc21	-25	nt	nt	27	-1	-1	nt	-4
CN(C)CCCNc1ccc(-c2cc(Nc3cccc(Cl)c3)ncn2)cn1	3	21	nt	0	-2	-5	-7	2
COc1ccc(-c2cc(C(F)(F)F)n3ncc(C(=O)NCc4ccco4)c3n2)cc1	3	nt	nt	12	1	-14	nt	6
C[C@@H]1CCCCO[C@H](CN(C)C)[C@@H](C)CN([C@H](C)CO)C(=O)c2cc(NS(=O)(=O)c3ccc(F)cc3)ccc2O1	-33	1	1	0	8	-4	10	56
Cn1nc(-c2ccc(Cl)cc2)c2cc(C(=O)N3CCOCC3)sc21	-4	5	-4	13	0	2	3	-4
Cc1cc(C)cc(N(CC(=O)Nc2ccc(C(F)(F)F)cc2)S(=O)(=O)c2c(C)[nH]c(=O)[nH]c2=O)c1	-4	0	-24	4	-1	0	9	0
CC1(C(=O)NS(=O)(=O)c2ccc(F)cc2F)CCN1C(=O)CCc1ccc(Cl)cc1Cl (stereo not drawn)	0	6	-4	2	2	nt	4	-2
Cc1noc(C)c1COC(=O)C1(c2cccc(F)c2)CCCC1	-11	nt	nt	5	14	-2	nt	0
COc1ccc(NC(=O)C2Cc3cc(S(=O)(=O)N4CCCCC4)ccc3N2C(C)=O)cc1Cl (stereo not drawn)	-7	19	12	9	-2	-3	11	-1
Cc1ccc(NS(=O)(=O)c2ccc3c(c2)oc(=O)n3C)cc1F	10	-12	-16	17	-2	1	8	0
O=C(c1ccco1)N1CCN(Cc2cc(=O)c(OCc3cccc(F)c3)co2)CC1	nt	nt	2	2	2	2	3	5
O=C(C[C@@H]1C=C[C@@H](NS(=O)(=O)c2ccc(F)cc2)[C@H](CO)O1)NC1CCC1	1	-3	12	1	-1	-32	12	-1
CO[C@H]1CN(C)C(=O)c2cc(NC(=O)c3ccc(F)cc3)ccc2OC[C@H](C)N(C(=O)c2ccc(F)cc2)C[C@@H]1C	4	3	-15	1	0	-3	-2	39
O=C(NCc1ccc(F)cc1)[C@H]1[C@H](CO)[C@H]2Cn3c(cccc3=O)[C@H]2N1CCC(F)(F)F	nt	nt	8	6	-5	-5	2	-3
